Assay outcomes as filed in PubChem BioAssay.
S3 lipid droplet: qHTS Assay for Lipid Storage Modulators in Drosophila S3 Cells; Drosophila S3 cells, BODIPY lipid droplet fluorescence, 18-24 h; cells fed with added oleic acid; actives 0.64% (n = 320,000); lipid storage change, negative = inhibition, % at the top dose, mostly 46.1 µM; hits show Potency in µM; active means well fitted inhibition curve with a large enough effect in the signal ratio, with a control signal flat, not every such curve was filed as active; inconclusive means small, poorly fitted or top-dose-only effect, or effect the other way, or a change in a side signal; the % refers to the signal ratio
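Laser-scanning cytometry quantifies lipid droplet accumulation (500–530 nm total intensity; droplet/cell object ratio) in oleic acid-fed (400 uM added) Drosophila S3 cells treated with a concentration series. 20 uM Triacsin C defined 100% inhibition.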
S3 lipid droplet cell count max: second read-out of S3 lipid droplet, no call of its own (marks repeat the call); cell number change, %; measured here: cell count max response;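 cells counted by Cell Tracker Red CMTPX staining in the red channel; peak over a dose series mostly up to 46.1 µM; percent activity relative to internal control wells on each plate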
Active calls of the source: *; i = inactive; ? = inconclusive; / = not tested or not shown; [ ] = remark or other dose. On the % scale 0 is the no-effect control and ±100 the full control effect; potency means the concentration at half of the fitted maximal effect. Some of the compounds tested; count on the stated rates, not on these rows.

Preview:
SMILES	S3 lipid droplet	S3 lipid droplet cell count max
Cc1cc(C(=O)N2CCN(CCc3ccccc3)CC2)no1	?	/
O=[N+]([O-])c1ccc(-c2nc(NCc3cccnc3)c3ccccc3n2)cc1	?	/

This part in full (from the top)
SMILES	S3 lipid droplet	S3 lipid droplet cell count max
Cc1cc(C(=O)N2CCN(CCc3ccccc3)CC2)no1	?	/
O=[N+]([O-])c1ccc(-c2nc(NCc3cccnc3)c3ccccc3n2)cc1	?	/
CCCOc1ccc(C(=O)NCc2cccnc2)cc1	i	14
CN(Cc1ncc[nH]1)Cc1cn(-c2ccccc2)nc1-c1ccc2c(c1)OCO2	13%	4
Cc1ccccc1N=C(NOCc1ccccc1)c1nonc1N	?	/
Cc1ccc(/C=C/C(=O)NCCCn2ccnc2)cc1	-9%	12
O=[N+]([O-])c1cc2c(cc1C=Nc1ccccc1)OCO2	4%	-9
O=C(CN1CCN(S(=O)(=O)c2ccc(Br)cc2)CC1)Nc1ccccc1F	?	/
CCCCn1c(CCNC(=O)c2ccco2)nc2ccccc21	-22%	8
COc1ccc(CC(=O)Nc2ccc(S(=O)(=O)N3CCCC3)cc2)c(OC)c1	i	-2
CC(=O)Nc1ccc(S(=O)(=O)N2CCSCC2)cc1	?	/
COc1ccc(CNC(=O)c2ccc(S(=O)(=O)NCc3ccco3)cc2)cc1	6%	1
Cc1ccc(NC(=O)NCCCN2CCCC2=O)cc1	?	/
COC(=O)c1cc(C(=O)N2CCc3ccccc32)cc([N+](=O)[O-])c1	9%	4
CCOC(=O)N1CCC(NC(=O)CCS(=O)(=O)c2ccc3c(c2)CCN3C(=O)CC)CC1	i	/
O=C(CCCN1C(=O)CSc2ncccc21)N1CCN(c2cccc(C(F)(F)F)c2)CC1	?	/
O=[N+]([O-])c1cccc(-c2n[nH]c(=S)n2-c2ccc(Br)cc2)c1	-21%	-15
CC(=O)c1cccc(CN2CCC(n3nccc3NC(=O)CCc3ccccc3)CC2)c1	?	/
Cc1ccc(OCCC(=O)OCC(=O)N2c3ccccc3CC2C)cc1 (centres undefined)	?	/
CCN(CC)C(=O)CSc1nc2c(sc(=S)n2-c2ccccc2OC)c(=O)n1-c1ccccc1	?	/

Complete entries as entered above:
Results for COC(=O)c1cc(C(=O)N2CCc3ccccc32)cc([N+](=O)[O-])c1 → S3 lipid droplet = 9%; S3 lipid droplet cell count max = 4
Results for CN(Cc1ncc[nH]1)Cc1cn(-c2ccccc2)nc1-c1ccc2c(c1)OCO2 → S3 lipid droplet = 13%; S3 lipid droplet cell count max = 4
Results for Cc1ccc(/C=C/C(=O)NCCCn2ccnc2)cc1 → S3 lipid droplet = -9%; S3 lipid droplet cell count max = 12

(listing goes on)
SMILES	S3 lipid droplet	S3 lipid droplet cell count max
COc1cc(CN2CCN(C(C)C)C(CCO)C2)ccc1OCc1ccccc1 (centres undefined)	6%	9
Cc1ccc(NC(=O)CSc2nnc3ccccn23)cc1	-13%[9.22 µM]	-16
O=C(c1ccc(Cl)c(S(=O)(=O)N2CCOCC2)c1)N1CCCCC1	-3%	9
COCC(C)N=Cc1c(O)[nH]c2ccccc12 (centres undefined)	?	/
CCOC(=O)c1ccc(N2C(=O)CC(C(=O)OC)=C2C)cc1	i	-1
CC(C)c1cccc(C(C)C)c1NC(=S)Nc1cccc(Cl)c1	15%	-1
O=C(/C=C/C(=O)N1CCc2ccccc2C1)N1CCc2ccccc2C1	?	/
O=C1CC(C(=O)Nc2cccc(Cl)c2)n2ncnc2N1 (centres undefined)	?	/
O=C(NCCc1nnc2ccc(NCC3CCCO3)nn12)c1ccccc1 (centres undefined)	?	/
CN(Cc1ccccc1)C(=O)CCS(=O)(=O)c1ccc2c(c1)NC(=O)CS2	23%	3
CC(Sc1nnc(CNC(=O)c2ccco2)n1C)C(=O)Nc1nccs1 (centres undefined)	?	/
O=C(Nc1ccc(F)cc1)C(c1ccccc1)N1CCN(CC(=O)N2CCOCC2)CC1 (centres undefined)	20%	-11
CCC1=C(OC(=O)N(CC)CC)N2C(=O)OC(=NCCOC)[C@]2(Cc2ccccc2)[C@H]2C1=CC[C@H]1C(=O)N(C)C(=O)[C@H]12	11%	-3
COc1ccc(OC)c(NC(=O)C2CCN(C(=O)c3cccs3)CC2)c1	-8%	17
CC(Oc1ccc(Br)cc1)C(=O)Nc1cc(S(=O)(=O)N2CCOCC2)ccc1N1CCCC1 (centres undefined)	?	/
CCOc1ccc(CCNC(=O)COC(=O)c2cccc(OC)c2O)cc1OCC	?	/
O=C1OCCN1CCN(CN1C(=O)CCC1=O)CN1C(=O)CCC1=O	?	/
COc1ccc(NS(=O)(=O)c2cccc(C(=O)NNC(=O)COc3ccccc3)c2)cc1	?	/
O=C(O)CCC(=O)N1CC=C(c2ccccc2)CC1	i	/
Cc1nc(Nc2ccc(C(=O)O)cc2)nc(Nc2ccc(C(=O)O)cc2)c1[N+](=O)[O-]	?	/
COc1ccccc1OCCNC(=O)CSC(=S)N1CCCC1	?	/
CC(C)(C)C(=O)OCCNc1nc(-c2ccccc2)nc2ccccc12	?	/
O=C(Nc1cc([N+](=O)[O-])ccc1N1CCCC1)c1ccco1	?	/
CC(C)NS(=O)(=O)c1ccc(OCC(=O)N2CCCC2)c(Cl)c1	?	/
Cc1ccnc(NC(=O)c2ccc(COc3ccc(Cl)cc3)o2)c1	?	/
Cc1cccc(C)c1CC(=O)N1CCOCC1	?	/
Cc1oc(-c2ccccc2F)nc1CN1CCC(C(=O)NC2CCCc3ccccc32)CC1 (centres undefined)	?	/
Cc1onc(-c2ccccc2Cl)c1C(=O)Nc1ccc(S(=O)(=O)NCC2CCCO2)cc1 (centres undefined)	3%	-9
Nn1cnc2scc(-c3ccco3)c2c1=O	?	/
CCOC(=O)C1(CCCc2ccccc2)CCN(C(=O)CSC)CC1	?	/
Cc1ccc(C)c(NC(=O)CSc2c(C)n[nH]c2C)c1	0%[9.22 µM]	13
O=C(NNC(=O)c1ccccc1Br)c1ccc(Cl)cc1	-1%	-13
O=C(COc1ccccc1)Nc1cccc(-c2nc3ccccc3[nH]2)c1	?	/
Cc1onc(-c2ccccc2)c1C(=O)Nc1cccc(C#N)c1	?	/
O=[N+]([O-])c1ccc(S(=O)(=O)Nc2ccc(-c3ccc(N4CCOCC4)nn3)cc2)cc1	?	/
CC(C)C(=O)Nc1nnc(S(=O)(=O)N2CCCc3ccccc32)s1	2%	13
COc1ccccc1NC(=O)c1ccc(-c2ccc(Br)cc2)o1	?	/
S=C(NCCc1ccccc1)Nc1cnc2ccccc2c1	?	/
O=C(CC1SCCNC1=O)Nc1cccc(C(F)(F)F)c1 (centres undefined)	?	/
CCC(C)(C)n1nnnc1C(c1cc2cc3c(cc2[nH]c1=O)OCO3)N1CCCCC1 (centres undefined)	-8%	11
COc1ccc(NC(=O)CNc2cccc(S(=O)(=O)N3CCCCCC3)c2)c([N+](=O)[O-])c1	?	/
CCOC(=O)CSc1[nH]c2cc(OC)ccc2c1[N+](=O)[O-]	?	/
CC1CC(C)CN(C(=O)c2ccc(N3CC4CC(C3)c3cccc(=O)n3C4)c([N+](=O)[O-])c2)C1 (centres undefined)	-3%	-5
CC1CN(C(=O)CCC(=O)NCCCN2CCN(Cc3ccccc3)CC2)c2cc(Cl)ccc2O1 (centres undefined)	?	/
Cc1cccc(C(=O)OCC(=O)NCc2ccco2)c1	-3%	10
C=CCN1C(=O)c2ccc(C(=O)N(CCOC)c3c(N)n(CCCC)c(=O)[nH]c3=O)cc2C1=O	?	/
Cc1cc(C(F)F)n2nc(C(=O)Nc3sc4c(c3C#N)CCC(C)C4)nc2n1 (centres undefined)	-25%	-16
CN(C)S(=O)(=O)c1cccc(NC(=O)CN2C(=O)NC(Cc3ccccc3)C2=O)c1 (centres undefined)	19%	15
CCOc1ccccc1NC(=O)/C=C/c1ccc(S(=O)(=O)N2CCOCC2)cc1	0%	-12
Cn1cnnc1SCC(=O)c1ccc2c(c1)OCO2	?	/
CCOC(=O)C1CCN(C(=O)c2ccccc2NC(=O)c2ccc(Cl)cc2)CC1	9%	7
Cc1ccc(C)c(NC(=O)CCc2c(C)nn(-c3ccc(N4CCCCC4)nn3)c2C)c1	i	-20
CCCCN(C(=O)CSc1nncn1-c1ccccc1OC)c1c(N)n(Cc2ccccc2)c(=O)[nH]c1=O	?	/
Oc1cccc(C(=S)N2CCN(Cc3ccccc3)CC2)c1	15%	/
CCOc1ccc(NC(=O)CN(C)C(=O)c2c(-c3ccccc3Cl)noc2C)cc1OCC	?	/
CSC1=NCCN1C(=O)c1ccc(S(=O)(=O)N2CCCC2)cc1	i	/
CCN(CC)S(=O)(=O)c1ccc(N2CCOCC2)c(NC(=O)COc2ccccc2C#N)c1	i	/
Cc1ccc(OCCNC(=O)c2ccc(NC(=O)CC3SC(N4CCCC4)=NC3=O)cc2)cc1 (centres undefined)	-1%	/
COc1ccc(OC)c(NC(=O)C2CCCCC2)c1	?	/
COCC1CCN(Cc2cn(C)nc2-c2cccc(Cl)c2)C1 (centres undefined)	11%	20
(listing goes on)
SMILES	S3 lipid droplet	S3 lipid droplet cell count max
O=C1OC2(CCCCC2)CC2=C1C1O[C@](c3ccsc3)(Cc3c1ccc1ccccc31)O2	-11%[9.22 µM]	6
Cc1cc(=O)[nH]c(SCC(=O)c2ccc(C(C)C)cc2)n1	5%	-9
CC1=C(SCCC#N)S/C(=C2\SC(C)=C(SCCC#N)S2)S1	?	/
CCc1nc2nc(C)c(NS(=O)(=O)c3ccc(Cl)cc3)c(=O)n2[nH]1	i	13
Cc1ccc(NC(=O)Nc2ccc(F)c(Cl)c2)cc1	-15%	-14
c1ccc(-c2ccc(OCCCNC3CCCC3)cc2)cc1	-9%	5
CSc1ncccc1C(=O)N1CCCC(C(=O)c2cc(F)ccc2F)C1 (centres undefined)	13%	7
COc1ccccc1CN(C)C(=O)C1COc2ccccc2O1 (centres undefined)	?	/
COc1ccc(S(=O)(=O)N2CCC(C(=O)NCCN3CCOCC3)CC2)cc1	?	/
Cn1nc(-c2ccc(C(=O)Nc3ccc(F)cc3)cc2)c2ccccc2c1=O	?	/
COC(=O)c1ccccc1NC(=S)NC(=O)c1ccccc1F	?	/
O=C(CSc1ncccn1)NC(=O)NCc1ccco1	?	/
O=C(NCc1cccs1)c1ccccc1[N+](=O)[O-]	i	/
CN(C)C(=O)N1CCC(C(=O)NCc2ccccc2)CC1	2%	3
CC(=O)c1ccc(NC(=O)CSc2nnc(NC(=O)CN3CCOCC3)s2)cc1	?	/
Cn1c2ccccc2c2cc(/C=C(\NC(=O)c3ccccc3)C(=O)NCC(=O)O)ccc21	-7%	15
O=C(CSc1nnc(-c2ccc(F)cc2)c2ccccc12)Nc1cccc(Cl)c1	-6%	-10
CC(C)CNC(=O)c1cccc(NC(=O)c2ccc3c(c2)C(=O)N(C)C3=O)c1	?	/
CC(C)C[C@H](CO)Nc1nc(Nc2cccc(Cl)c2)c2ncn(C(C)C)c2n1	1%	-3
COc1ccc(-c2nn(Cc3ccccc3)cc2C(=O)N2CCN(c3ncccn3)CC2)cc1OC	?	/
CC(=O)NC(=S)Nc1ccc(NC(=S)NC(=O)c2cccs2)cc1	i	-6
OC1(c2ccccc2)CN(c2ccccc2)C2=[N+]1CCS2 (centres undefined)	?	/
O=C(OCC(=O)N1CCCC1)c1ccc(NS(=O)(=O)c2cccs2)cc1O	?	/
COC(=O)c1ccc(Cl)c(NC(=O)CN2CCN(C)CC2)c1	26µM*	-16*
Cc1nc(NC(=O)C2CC2)sc1C(=O)NC1CCCCC1	-9%	0
CC(C)(C)OC(=O)Nc1ccc([C@@H](NC(=O)OC(C)(C)C)C(=O)OC(C)(C)C)cc1	?	/
CCc1ccc(NC(=S)N(CCCN2CCOCC2)Cc2ccco2)cc1	15%	11
O=C(Nc1nccs1)c1ccc(-c2ccc(Cl)cc2)o1	?	/
O=C(CSc1nnc(-c2ccccc2)c(-c2ccccc2)n1)N1CCOCC1	?	/
Cc1oc2c(c1C(=O)NCc1cccnc1)C(=O)c1ccccc1C2=O	?	/
CCC(C)Sc1cc(C)c(C#N)c2nc3ccccc3n12 (centres undefined)	?	/
COc1ccc(OCC(=O)Nc2ccc(NC(=O)c3cccs3)c(OC)c2)cc1	-5%	11
COc1ccc(NS(=O)(=O)c2cc(OCC(N)=O)c(C)cc2Cl)cc1	?	/
Cn1c(=O)c2c3c(sc2n2cnnc12)CCC3	?	/
CC(OC(=O)c1ccccc1OCc1ccc(Cl)cc1)C(N)=O (centres undefined)	?	/
COc1ccc(-c2nc3ccccc3c(=O)n2CCOc2c(C)cccc2C)cc1	?	/
COc1ccc2[nH]cc(CCNS(=O)(=O)c3ccc(F)cc3)c2c1	-4%	-14
COc1ccc(C(=O)Nc2nc(N)n(-c3ccccc3)n2)cc1	10%	/
CCOC(=O)CCc1c(C)c2ccc(OCC(=O)OC(C)C)cc2oc1=O	?	/
Clc1cccc(Nc2nc(N3CCOCC3)nc(N3CCOCC3)n2)c1	?	/
COc1cc(C(=O)NC2=NCCS2)ccc1OCc1c(C)noc1C	?	/

Laid out differently: entries from further up.
S3 lipid droplet,S3 lipid droplet cell count max,compound
?,/,CCOC(=O)CCc1c(C)c2ccc(OCC(=O)OC(C)C)cc2oc1=O
?,/,COc1cc(C(=O)NC2=NCCS2)ccc1OCc1c(C)noc1C

Two consecutive compounds from above:
SMILES	S3 lipid droplet	S3 lipid droplet cell count max
COC(=O)c1ccc(Cl)c(NC(=O)CN2CCN(C)CC2)c1	26µM*	-16*
Cc1nc(NC(=O)C2CC2)sc1C(=O)NC1CCCCC1	-9%	0
